Bioassay records (PubChem BioAssay)
Dynein transport: dynein cargo transport inhibition; 3617.4 mouse cells, GR-EGFP nuclear translocation imaging; test concentration mostly 20 µM; stimulated with dexamethasone, 1 µM; active compounds read low; z-score, hits read low; 220,000 tested, 0.47% active; AID 1381;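 active = plate z-score of nuclear minus cytoplasmic receptor signal below a set negative limit, without overly bright fluorescence or cell loss, cut at about -3.5 in these data, passing the limit was not always enough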;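 also: z-score of nuclear minus cytoplasmic ring GR-EGFP intensity difference per well; some compounds called inactive have numbers as strong as hits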
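Schedule: 48 h induction, then 1 h compound, then 30 min agonist, 37 °C. Buffer or medium: tetracycline-free induction medium containing charcoal-stripped FBS. Reagent: 1.0 µM final dexamethasone stimulus. Evaluation: nuclear versus cytoplasmic GR-EGFP signal, averaged per well. Signal: high-content fluorescence imaging after fixation.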
KOR beta-arrestin-1: kappa opioid receptor blockers – cell-based, luminescence, uHTS (AID 1778); KOR beta-arrestin recruitment, luminescence, antagonist mode; higher % means a stronger effect; inhibition, % at 10 µM; hits with a dose series show IC50 in µM; 290,000 tested, 0.091% active; also: strong numbers were not always called active
M17LAP inhibition: P. falciparum M17LAP inhibitors, primary screen, biochemical, fluorogenic H-Leu-NHMec substrate, 1536-well (AID 1619); recombinant M17LAP, H-Leu-NHMec fluorogenic kinetic assay; higher % means a stronger effect; one-dose inhibition, % at 30 µM; IC50 in µM for titrated hits; 220,000 tested, 0.38% active;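 active = compound inhibiting the enzyme by more than half at any dose during confirmatory dose-response retesting; inconclusive = strong single-dose inhibitors picked by rank but not retested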;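 also: plate controls were full reaction with DMSO carrier for no effect and no enzyme background for full effect; strong numbers were not always called active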
GPR55 activation: GPR55 agonists via beta-arrestin recruitment, primary screen, imaging, U2OS cells, beta-arrestin-GFP redistribution (AID 1961); 290,000 tested, 0.048% active; U2OS GPR55 beta-arrestin-GFP redistribution imaging; higher % means a stronger effect; one-dose activation, % at 10 µM; EC50 in µM for titrated hits;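 active = activation above 40% with more than 50 cells counted in the well; inconclusive = wells holding fewer than 50 cells, flagged as toxic or sparse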;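 also: U2OS osteosarcoma cells stably expressing GPR55 and beta-arrestin-GFP; plate controls were DMSO negative control for no effect and LPI positive control for full effect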
NOD2 inhibition: inhibition of NOD2-driven NF-kB reporter – cell-based, luminescence, uHTS, HEK293 (AID 1566). 290,000 tested, 0.63% active. HEK293 NOD2/NF-kB luciferase reporter, luminescence; higher % means a stronger effect. inhibition, % at 4 µM, or EC50 in µM where a hit was titrated; also: many of its hits are not listed in these tables
AID2073: disruptors of CaV2.2 binding to Mint1 – biochemical, HTRF (AID 2073); HTRF protein-protein interaction, Mint1-CaV2.2; higher % means a stronger effect; inhibition, % at 20 µM; hits with a dose series show IC50 in µM; 290,000 tested, 0.19% active; in the data active = inhibition mostly above about 51%, no sharp cut-off; inconclusive = no clear call, values can overlap the other calls; inactive = mostly below about 53%; also: some results filed as inactive read as strong as hits
NOD1 NF-kB reporter: NOD1 signaling inhibitors, primary screen, cell-based, luminescence, uHTS (AID 1578); NOD1-driven NF-kB luciferase reporter cells, luminescence; higher % means a stronger effect; one-dose inhibition, % at 4 µM; EC50 in µM for titrated hits; 290,000 tested, 1% active; in the data active = inhibition mostly above about 36%, no sharp cut-off; inactive = mostly below about 34%;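 also: HEK-293T reporter cells stimulated with the NOD1 agonist gamma-tri-DAP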
KOR beta-arrestin-2: KOR agonists, beta-arrestin recruitment, primary screen, cell-based, luminescence, uHTS (AID 1777) | KOR beta-arrestin recruitment, luminescence; higher % means a stronger effect | one-dose activation, % at 10 µM; EC50 in µM for titrated hits | 280,000 tested, 0.02% active; in the data active = activation above about 50%, passing the limit was not always enough; also: a part of the inactive calls stands beside numbers as strong as those of hits
M1AAP inhibition: P. falciparum M1AAP inhibitors, biochemical, fluorogenic H-Leu-NHMec substrate, 1536-well (AID 1445); inhibition, % at 30 µM, or IC50 in µM where a hit was titrated; recombinant M1AAP, H-Leu-NHMec fluorogenic kinetic assay; higher % means a stronger effect; 220,000 tested, 0.42% active;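 active = primary inhibition above the hit cutoff, then over 50% inhibition at one or more dose response concentrations, cut at about 23% in these data, passing the limit was not always enough; inconclusive = conflicting primary data, or primary hits not chosen for dose response; inactive = low primary inhibition, or under 50% at every dose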;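 also: plate controls were DMSO full reaction for no effect and no enzyme background for full effect; strong numbers were not always called active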
Dynein transport cytoplasmic EGFP: recorded beside Dynein transport, whose call it bears; z-score; measured here: cytoplasmic GR-EGFP intensity; active compounds read high
Dynein transport nuclear GR-EGFP: also measured in Dynein transport; calls as there; z-score; measured here: nuclear GR-EGFP intensity;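 lower value marks the stronger effect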
Dynein transport cell count: second read-out of Dynein transport, no call of its own (marks repeat the call); z-score; measured here: cell count per field
* = called active by the depositor; u = inconclusive; x = not tested or not shown; [ ] = another dose, or the depositor's remark. Rule as the data show it, unless noted: active = inhibition above about 50%; inactive = the rest. These rows are one share of the data (hit frequency here may not be typical).

The line under a structure holds: Dynein transport	Dynein transport cytoplasmic EGFP	Dynein transport nuclear GR-EGFP	Dynein transport cell count	KOR beta-arrestin-1	M17LAP inhibition	GPR55 activation	NOD2 inhibition	AID2073	NOD1 NF-kB reporter	KOR beta-arrestin-2	M1AAP inhibition
#1 O=C(CCCN1C(=O)c2ccccc2C1=O)Nc1nncs1
  -1	-0.305	0.15	0.664	18.2%	0.7%	-0.2%	5.7%	4.3%	0.4%	0.4%	1.1%
#2 COc1ccc(S(=O)(=O)NNC(N)=S)cc1
  1.1	1.04	0.852	-1.57	-3.6%	-7.5%	-0.3%	-6.5%	-4.6%	-38.9%	-6.1%	-1.9%
#3 CCOC(=O)C1(CCCc2ccccc2)CCN(C(=O)CCN2CCCCC2=O)CC1
  0.286	-0.106	0.496	-0.96	12.2%[20 µM]	4.8%	-0.1%	13.8%	19.2%	-15.1%	x	-4.3%
#4 O=C1c2ccccc2C(O)(c2ncc[nH]2)N1CCc1ccccc1 (centres undefined)
  0.186	-0.122	0.42	0.254	-8.5%	-1.7%	-0.1%	-3.5%	-5.7%	6.3%	2.0%	4.3%
#5 CCC(=O)Nc1cccc(-c2csc(-c3ccccc3)n2)c1
  -0.843	0.983	-0.563	0.826	-4.3%	4.1%	0.8%	-2.8%	2.5%	-8.4%	1.2%	-1.6%
#6 CCCc1nnc(NC(=O)CCC(=O)NC2CCCCC2)s1
  x	x	x	x	-17.2%	x	-0.2%	3.6%	1.8%	11.4%	-2.5%	x
#7 Cc1ccc(-n2c(C)cc(C3N=C(N)Nc4nc5ccccc5n43)c2C)c(C)c1 (centres undefined)
  -0.347	-0.211	-0.105	1.12	-64.7%	5.7%	-0.1%	7.0%	26.7%	-22.0%	2.1%	8.7%
#8 COc1ccc(S(=O)(=O)NNC(=O)Nc2ccccc2OC)c(OC)c1
  x	x	x	x	1.0%	x	-0.1%	-8.0%	3.4%	-29.9%	-0.4%	x
#9 COc1ccc(NC(=O)CSc2nc(N)c(C#N)cc2C#N)cc1
  -0.0793	2.27	0.492	0.56	-15.8%	23.7%	0.0%	-12.9%	19.6%	-23.1%	4.0%	1.2%
#10 CCn1c(SCC(=O)N2CCCC2)nc2ccccc2c1=O
  2.07	-0.0205	1.64	-0.799	4.1%	5.6%	-0.2%	-11.4%	5.8%	-7.4%	24.4%	-2.5%
#11 O=S1(=O)CC=C(CSC(=S)NC2CCS(=O)(=O)C2)C1 (centres undefined)
  -4.8*	1.55*	-1.98*	-0.282*	-13.0%[20 µM]	-2.6%	0.5%	20.4%	1.5%	3.0%	x	-3.5%
#12 COc1ccc(CCNC(=O)C(C(=O)c2ccccc2)n2cc(Cl)ccc2=O)cc1OC (centres undefined)
  -0.088	-0.232	0.172	-0.433	15.0%	11.9%	-0.3%	21.0%	4.9%	-5.4%	-2.5%	2.7%
#13 COc1ccc(Cl)cc1C(=O)O/N=C(\N)c1ccncc1
  1.64	-0.219	1.5	-1.49	5.2%	-3.1%	0.2%	-16.3%	1.7%	2.1%	-0.5%	-9.8%
#14 O=C(Cc1ccccc1[N+](=O)[O-])NC1CC1
  0.277	-0.345	-0.00582	-0.662	13.4%	1.5%	0.1%	-6.1%	1.1%	-10.3%	-2.8%	3.3%
#15 Cc1oc(-c2ccccc2F)nc1CS(=O)CC(=O)NCc1cccs1 (centres undefined)
  -0.396	-0.125	-0.0294	-0.0312	-18.3%	7.0%	-0.1%	5.3%	14.1%	4.9%	-0.3%	11.2%
#16 CC(C)N(C(=O)CSc1nnc(-c2cc3ccccc3cc2O)n1Cc1ccco1)C(C)C
  -1.01	0.0196	-0.356	0.273	-14.6%	22.5%	0.9%	20.3%	-3.6%	-3.4%	-5.7%	28.6%
#17 O=C(NCC(c1cccnc1)N1CCN(c2ccccc2F)CC1)OCc1ccccc1 (centres undefined)
  0.204	-0.203	0.577	0.13	-18.4%	-3.9%	-0.2%	19.0%	-4.7%	-10.0%	5.4%	1.4%
#18 Cc1ccc(C(=O)O)cc1NC(=S)NC(=O)Cc1ccccc1
  2.5	-0.186	2.13	-2.02	-7.6%	14.4%	-0.2%	10.5%	0.8%	x	5.0%	7.5%
#19 CCN(CC)C(=O)CSc1ncnc2c(-c3ccc(OC)cc3)nsc12
  0.206	-0.182	0.0168	-0.304	-21.6%[20 µM]	-10.1%	0.2%	-0.5%	u	-24.0%	x	2.9%
#20 COCCSc1nnc(NS(=O)(=O)c2ccc(F)cc2)s1
  0.754	-0.216	0.372	0.442	-2.6%[20 µM]	10.4%	0.2%	3.2%	-13.5%	-26.5%	x	-6.5%
#21 CCCCNC(=S)N(CCCN(C)C)Cc1cc2cc3c(cc2[nH]c1=O)OCO3
  x	x	x	x	-14.7%	x	-0.1%	18.1%	1.6%	-9.9%	1.2%	x
#22 Cc1cccc(OCc2nnc(SCC(=O)c3ccccc3)o2)c1
  2.32	-0.153	0.774	-1.26	-20.8%	7.1%	-0.1%	11.6%	-8.8%	-15.6%	5.3%	1.7%
#23 CC1=C(C(=O)OCCBr)C(c2cccc3ccccc23)NC(=O)N1 (centres undefined)
  x	x	x	x	23.3%	x	0.0%	-2.1%	13.8%	2.8%	-8.7%	x
#24 Cc1cccc(C)c1NC1=C(Cl)C(=O)OC1OC(=O)c1ccccc1 (centres undefined)
  0.0777	0.379	0.234	-0.281	-7.9%	-18.1%	-0.4%	3.1%	-4.5%	-31.2%	4.9%	-0.5%
#25 CS(=O)(=O)c1[nH]nc(-c2ccccc2)c1C#N
  -0.458	-0.202	-0.56	1.27	5.6%	-0.3%	-0.3%	-5.7%	-1.3%	-11.5%	2.9%	-1.1%
#26 CN1CCC(OC(=O)COc2ccc(C(C)(C)C)cc2)CC1
  -1.17	-0.35	-0.314	0.311	5.6%	2.3%	0.5%	16.6%	-6.5%	-2.9%	1.8%	5.1%
#27 CC1(C)Cc2c(cnn2-c2ccccc2)C(NC(=O)CCCn2cncn2)C1 (centres undefined)
  x	x	x	x	15.2%	x	-0.1%	1.6%	6.8%	-18.8%	-1.6%	x
#28 N#CC1=C(N)Oc2n[nH]c(-c3cccs3)c2C1c1cccs1 (centres undefined)
  1.97	0.262	1.59	-1.26	27.9%	70.6%	-0.2%	-0.1%	-12.7%	-8.4%	2.8%	9.0%
#29 Cc1ccc(N(C(=O)CNC(=O)c2ccco2)C(C(=O)NCC2CCCO2)c2ccccc2)c(C)c1 (centres undefined)
  x	x	x	x	-16.6%	x	-0.2%	-11.7%	6.6%	-13.6%	0.6%	x
#30 Cn1c(=O)c(=O)n(C)c2cc(S(=O)(=O)N3CCN(C4CCCCC4)CC3)ccc21
  -0.256	-0.134	-0.0722	0.377	-14.9%	4.0%	0.2%	2.4%	-0.2%	5.3%	-4.4%	8.3%
#31 Cc1c(N(C(=O)c2ccccn2)C2(C(=O)NC3CCCC3)CCCCC2)c(=O)n(-c2ccccc2)n1C
  -0.858	4.94	0.955	-2.75	-8.7%	-1.1%	-0.3%	2.2%	17.7%	-31.8%	-2.4%	1.5%
#32 CC(C)(C)NC(=O)C(c1ccncc1)N(Cc1cccs1)C(=O)Cn1nnc(-c2ccc(F)cc2)n1 (centres undefined)
  -0.603	-0.232	-0.508	0.528	18.3%	26.1%	0.5%	-12.6%	9.3%	-28.0%	-4.7%	10.9%
#33 O=Cc1c(NCCc2cccc(F)c2)c2ccccc2[nH]c1=O
  x	x	x	x	-30.9%[20 µM]	x	-0.1%	11.6%	24.6%	-31.9%	4.4%	x
#34 COc1ccc(N(CC(=O)NCc2ccc(F)cc2)C(=O)c2snc(C(N)=O)c2N)cc1
  x	x	x	x	-82.3%	x	0.0%	0.8%	-5.9%	-15.7%	-2.1%	x
#35 OC1(C#CCCN2CCCCC2)c2ccccc2-c2ccccc21
  0.622	-0.183	0.439	0.127	-1.0%	15.7%	0.1%	11.9%	10.9%	-20.8%	-6.6%	7.0%
#36 O=C(CSc1nc(C2CC2)nc2ccccc12)N1CCc2ccccc2C1
  -0.615	-0.208	-0.66	0.166	-13.9%	12.5%	-0.1%	20.4%	-4.1%	-12.5%	-0.4%	-0.1%
#37 CCCCn1c(CNC(=O)CC)nc2ccccc21
  -2.16	-0.194	-0.601	0.849	20.6%	-10.0%	0.2%	3.6%	2.3%	-5.6%	-3.5%	6.2%
#38 O=C(O)c1ccc2c(c1)-c1nc3ccccc3n1C2=O
  -0.312	0.506	0.569	-0.566	-46.0%	-40.5%	-0.1%	2.2%	14.9%	-11.1%	8.4%	10.1%
#39 CCCn1c(CCc2ccccc2)n[nH]c1=S
  0.524	-0.255	0.292	0.781	-36.5%[20 µM]	21.6%	-0.1%	7.8%	-15.8%	-8.5%	x	4.3%
#40 COCCNC(=S)NNc1cccc(C(=O)O)c1
  -0.169	-0.214	-0.169	0.602	-11.3%	-3.6%	0.7%	14.6%	29.1%	-16.6%	-6.7%	2.5%
#41 Cc1ccccc1NC(=O)c1sc(NC(=O)C2CC2)nc1C
  x	x	x	x	-3.0%	x	-0.2%	11.8%	7.9%	-27.2%	0.4%	x
#42 COc1ccc(C(=O)/C=C/Nc2c(C)n(C)n(-c3ccccc3)c2=O)cc1OC
  -1.86	-0.128	-0.972	1.44	11.0%	17.2%	-0.4%	-1.4%	30.9%	-0.6%	-1.0%	4.0%
#43 CCONC(=O)Nc1ccccc1[N+](=O)[O-]
  0.196	-0.0731	0.103	-1.11	-8.3%	1.0%	0.3%	-9.4%	-12.0%	15.4%	3.3%	-2.5%
#44 CC(C)C[C@H](NC(=O)c1nc[nH]c1C(=O)N1CCN(c2ccccc2)CC1)C(=O)OCc1ccccc1
  -1.28	-0.798	-0.611	0.765	9.0%	-4.8%	-0.1%	15.6%	-2.9%	3.1%	3.4%	-7.3%
#45 NC(=O)C1CCCN(S(=O)(=O)c2ccccc2)C1 (centres undefined)
  -0.508	-0.216	-0.183	-0.652	-29.9%	-4.2%	0.3%	-6.5%	3.1%	-17.9%	5.0%	8.8%
#46 COc1ccc(C(=O)NC(C)c2nnc(SCC(=O)NC3=NCCS3)n2C)cc1 (centres undefined)
  x	x	x	x	-17.5%	x	0.0%	-15.5%	23.4%	-21.0%	-2.7%	x
#47 COc1cc(C2c3sc(=O)[nH]c3SC3C(=O)N(c4ccc(Br)cc4)C(=O)C32)ccc1O (centres undefined)
  1.19	-0.18	0.415	-1.1	7.3%	6.3%	0.0%	11.9%	-34.8%	-7.9%	x	9.1%
